697 NFkB inh = inhibitors of PMA/ionomycin-induced NF-kB reporter, 697 cells, primary screen, B-cell NF-kB inhibitor project, cell-based, luminescence, uHTS. 697 B-cell NF-kB luciferase reporter, 16 h. inhibition, % at 4 µM. 0.33% of 330,000 active. AID 435022, 2010; in the data active = inhibition above about 35%
CXCR6 block = CXCR6 receptor inhibitors, primary screen, cell-based, beta-arrestin, luminescence, CHO-K1 PathHunter, 1536-well. C-X-C chemokine receptor type 6 (Homo sapiens), O00574. inhibition, % at 20 µM. 0.36% of 360,000 active. AID 602244, 2012; in the data active = inhibition above about 34%, passing the limit was not always enough;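 also: antagonist mode with CXCL16 agonist at 10 nM final; 0% = 10 nM CXCL16 with DMSO and 100% = unstimulated wells without agonist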
Target sequence (O00574 whole entry, looked up): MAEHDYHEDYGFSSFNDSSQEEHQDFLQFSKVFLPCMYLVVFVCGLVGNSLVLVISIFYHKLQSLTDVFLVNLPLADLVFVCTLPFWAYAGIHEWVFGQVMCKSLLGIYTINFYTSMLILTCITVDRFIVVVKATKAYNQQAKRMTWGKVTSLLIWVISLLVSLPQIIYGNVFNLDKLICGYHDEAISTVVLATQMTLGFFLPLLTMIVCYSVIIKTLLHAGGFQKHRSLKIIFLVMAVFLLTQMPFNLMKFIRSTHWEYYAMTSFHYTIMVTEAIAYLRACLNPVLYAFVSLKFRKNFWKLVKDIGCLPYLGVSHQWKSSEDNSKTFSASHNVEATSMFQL
Gli-Sufu antag = Gli-Sufu pathway antagonists, primary screen, luciferase luminescence, Sufu-KO-LIGHT cells, uHTS. Sufu-KO-LIGHT fibroblasts, Gli luciferase reporter luminescence. inhibition, % at 5 µM. 0.74% of 340,000 active;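 active = inhibition above about 55%, limit read from the data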;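 also: 0% = DMSO-treated cells and 100% = wells with medium but no cells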
UPR CHOP act = activators of apoptotic CHOP UPR arm, primary screen, cell-based, CHO-CHOP luciferase reporter, luminescence, uHTS; activation, % at 10 µM; 0.34% of 330,000 active; AID 449763, 2010; UPR activation; percent of tunicamycin response over DMSO baseline;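 active = at 10 µM dose, activation of 40% or more, normalized to positive control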;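 also: 100% = tunicamycin at 10 µg/mL and 0% = DMSO alone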
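Evaluation: % reporter activation, DMSO baseline versus tunicamycin full activation; System: CHO-CHOP luciferase reporter cell line; Input: 500 cells/well; Incubation: 6 h compound treatment, 37 °C; Measured by: Steady-Glo luciferase luminescence; Dosing: one dose, 10 µM in 0.5% DMSO; Buffer or medium: F12 medium, 10% FBS; Benchmarks: positive tunicamycin 10 µg/mL, negative DMSO alone.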
CCR6 antag = CCR6 receptor antagonists, primary screen, cell-based, CHO-K1, luminescence, beta-arrestin, uHTS; AID 493098, 2011; inhibition, % at 20 µM; CHO-K1 CCR6 PathHunter beta-arrestin, CCL20-stimulated; 0.49% of 340,000 active;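 active = compounds whose inhibition of the agonist-driven luminescence signal at 20 µM reaches about 50%, limit read from the data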;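 also: cells stimulated with CCL20 at 14 nM final; plate controls were DMSO with CCL20 for no effect and DMSO without agonist for full effect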
Jurkat NFkB inh = inhibitors of induced NF-kB luciferase reporter, primary screen, TCR NF-kB activation inhibitor project, cell-based, luminescence, uHTS. Jurkat, PMA/ionomycin-induced NF-kB luciferase reporter. inhibition, % at 4 µM. 0.53% of 330,000 active; in the data active = inhibition above about 50%
EBI2 antag = EBI2 receptor antagonists, beta-arrestin recruitment, primary screen, cell-based, luminescence, 7a,25-OHC stimulation, uHTS; 0.81% of 360,000 active; inhibition, % at 5 µM; 7a,25-OHC stimulated; in the data active = inhibition above about 38%;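 also: enzyme fragment complementation signal reports receptor beta-arrestin coupling in cells; 0% = agonist plus DMSO wells and 100% = wells without agonist; some results beyond the cut were filed as inactive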
Target sequence (P32249 whole entry, looked up, the tested form may be a part): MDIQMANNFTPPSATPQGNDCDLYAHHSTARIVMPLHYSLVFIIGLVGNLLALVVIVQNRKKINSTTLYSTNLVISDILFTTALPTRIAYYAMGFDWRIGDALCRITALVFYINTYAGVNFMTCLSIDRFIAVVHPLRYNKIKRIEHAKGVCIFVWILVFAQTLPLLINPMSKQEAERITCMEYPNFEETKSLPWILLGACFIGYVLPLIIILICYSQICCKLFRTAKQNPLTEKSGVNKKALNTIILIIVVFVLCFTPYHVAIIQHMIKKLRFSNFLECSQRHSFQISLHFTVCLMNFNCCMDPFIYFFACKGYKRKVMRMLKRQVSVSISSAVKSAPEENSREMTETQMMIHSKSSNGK
UPR XBP1 act = activators of adaptive XBP1 UPR arm, primary screen, cell-based, CHO-XBP1 luciferase reporter, luminescence, uHTS; IRE1-XBP1 UPR activation; percent of tunicamycin response, DMSO as zero; activation, % at 20 µM; 0.33% of 330,000 active;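 active = versus positive control, 20 µM dose yields 30% or more activation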;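 also: 100% = tunicamycin at 10 µg/mL and 0% = DMSO only wells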
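Material: IRE1-XBP1 luciferase reporter CHO line / Quantity: one thousand reporter cells per well / Buffer or medium: F12 with 10% serum / Compound: 20 µM single concentration, DMSO 1% / Times: 6 h treatment, 37 °C / Detection: Steady-Glo luciferase glow luminescence, 10 min after reagent addition / Benchmarks: tunicamycin high, DMSO low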
Mdm2-MdmX inh = inhibitors of human Mdm2-MdmX association, primary screen, cell-based, luminescence, split luciferase, SaOS-2, uHTS. AID 485346, 2010. 3% of 330,000 active. SaOS-2 split-luciferase Mdm2/MdmX complementation. inhibition, % at 8 µM. Protein Mdm4 (Homo sapiens) + E3 ubiquitin-protein ligase Mdm2 (Homo sapiens), …;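 active = inhibition of at least 50% at 8 µM in the primary screen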
* marks the source's active call; other numbers are inactive results; . = not tested or not shown. This is a random part of the collection. Share with any hit: about 5%.

#	smiles	CCR6 antag	EBI2 antag	Gli-Sufu antag	UPR CHOP act	CXCR6 block	697 NFkB inh	Jurkat NFkB inh	UPR XBP1 act	Mdm2-MdmX inh
1	COc1ccc(N2CCN(C(CNS(C)(=O)=O)c3ccco3)CC2)cc1 (stereo unspecified)	8	10	-2	-0.8	4	-15	-3	0	-8
2	Cc1cc(C)c(C)c(S(=O)(=O)NC(C(=O)NCCc2ccco2)C(C)C)c1C (stereo unspecified)	3	-8	-3	-1.6	8	-16	7	-2	4
3	CCC(C)(C(=O)NC1CCCCC1)N(CC1CCCO1)C(=O)Cc1cccs1 (stereo unspecified)	6	4	6	0.8	1	15	-7	-3	-43
4	CCNS(=O)(=O)c1ccc(NC(=O)c2cccnc2)cc1	5	6	-5	-1.2	2	18	3	0	19
5	Cc1ccccc1NC(=O)COC(=O)C1C2CC3OC(=O)C1C3C2 (stereo unspecified)	4	-12	6	2.7	-4	9	13	-2	-4
6	O=C(CSc1ccc(-c2ccccc2)nn1)NC1CCCCC1	-1	3	-2	1.2	-11	-10	-16	-4	9
7	COc1cc2c(cc1OC)-c1cc(Nc3ccc(C(=O)O)cc3)nc(=O)n1CC2	-2	-2	-7	0.7	-4	-1	-1	-2	-17
8	CC1CN(CCCOc2ccccc2-c2ccccc2)CC(C)O1 (stereo unspecified)	6	14	10	0.3	8	-6	-6	-1	9
9	O=c1[nH]c(/C=C/c2ccccc2[N+](=O)[O-])nc2ccccc12	8	2	-15	9.0	5	-29	-32	3	0
10	CCc1ccccc1NC(=O)CSc1nc2ccccc2n1CC(=O)N1CCCC1	1	5	8	-1.8	1	-18	4	-2	4
11	O=C(COC(=O)C1CC1)NCc1ccc(Cl)cc1Cl	11	3	-11	1.1	8	5	2	1	13
12	Cc1cc[n+](-c2[nH]c(=O)sc2/C=N/N=C(\[O-])CCn2c3ccccc3c3ccccc32)cc1	20	4	-7	1.3	12	18	2	-4	25
13	C=CCNC(=O)C1=NOC(CNC(=O)c2c(-c3ccccc3Cl)noc2C)C1 (stereo unspecified)	15	-12	2	0.1	-13	-6	-4	-1	-1
14	CC1(OC(=O)C2CCCC2)C(=O)C=C2C=C(c3ccsc3)N(C3CCCC3)C=C2C1=O (stereo unspecified)	11	-19	-5	3.6	-2	7	6	-1	-9
15	COc1ccc(NC(=O)C2CC(=O)N(Cc3ccco3)C2)cc1Cl (stereo unspecified)	1	8	-5	0.1	6	4	-5	-3	-18
16	Cc1ccc2nc(/N=C(\N)NC(=O)N3c4ccccc4Sc4ccccc43)nc(C)c2c1	-4	2	33	3.4	3	9	7	-1	-12
17	Cn1c(/C(C#N)=C/Nc2ccccn2)nc2ccccc21	26	3	-1	-0.3	18	21	8	4	10
18	O=[N+]([O-])c1cc(C=NN2CCCCCC2)ccc1Cl	25	-6	-40	.	7	.	.	.	.
19	CCN(C(=O)CCN1C(=O)c2ccccc2C1=O)C1CCCCC1	-5	-5	2	0.9	-9	-1	11	3	15
20	CCN(CC)C(=O)C(=O)N/N=C/c1ccc(Cl)cc1Cl	4	-10	-26	0.0	-8	-15	-6	2	-3

Later entries.
#	smiles	CCR6 antag	EBI2 antag	Gli-Sufu antag	UPR CHOP act	CXCR6 block	697 NFkB inh	Jurkat NFkB inh	UPR XBP1 act	Mdm2-MdmX inh
21	COC(=O)c1[nH]c2cc(OC)ccc2c1NC(=O)CCN1CCN(Cc2ccc3c(c2)OCO3)CC1	10	-9	8	-1.5	6	-9	13	0	17
22	COc1ccc(CNc2nc(NCc3ccc(OC)c(OC)c3)n(C(=O)c3cccs3)n2)cc1OC	22	7	-1	5.4	8	-13	-20	-2	39
23	O=C(CCc1ccc(CCC(=O)c2cccs2)s1)c1cccs1	18	1	8	2.1	-2	-3	-14	4	-34
24	Cc1cccc(N2CCN(C(=O)c3c(C)nn(Cc4ccccc4Cl)c3C)CC2)c1C	17	14	14	1.4	-10	-9	7	-2	32
25	Cc1noc(C)c1COc1ccccc1C(=O)NNC(=O)c1ccccc1	-10	6	-2	0.9	-1	12	21	0	21
26	Cc1cc(N(CC(=O)NC2CC2)S(C)(=O)=O)ccc1Br	-5	-1	-5	-0.1	8	8	-7	-2	4
27	CCOc1cc(/C=C(/C#N)c2nc3ccccc3[nH]2)ccc1OCc1ccc(C(=O)O)o1	10	-4	-13	0.7	5	-1	-3	-1	11
28	COc1ccc(NC(=O)c2c(C(F)(F)F)nn(C)c2Cl)cc1	0	4	-3	-0.3	-3	3	17	4	-17
29	Cn1ncc2c(Nc3ccc(Cl)cc3)ncnc21	-2	-9	-5	1.2	4	2	-10	4	16
30	COc1ccc(C(CNC(=O)c2nn(-c3ccccc3)c(=O)c3ccccc23)N2CCOCC2)cc1 (stereo unspecified)	10	15	8	1.5	9	-5	1	-1	12
31	COC(=O)c1onc(C(=O)c2ccccc2)c1C(=O)OC	-7	-12	0	-1.3	17	22	5	-4	6
32	O=C(O)C1Sc2[nH]c(=O)sc2C2c3cc(Br)ccc3OC(=O)C12 (stereo unspecified)	11	6	2	-0.5	8	13	3	-2	6
33	CCCCC(CC)C(=O)Nc1ccccc1C(=O)NC(C)C (stereo unspecified)	13	-13	7	-2.0	0	3	15	1	6
34	CC(C)(C)c1cc(C(=O)NN)n(Cc2ccc(F)cc2)n1	-1	-1	5	-2.3	-6	-4	-15	0	7
35	CC1=CC(C)(C)N(C(=O)CCl)c2ccccc21	29	0	1	-3.6	-7	0	19	-2	2
36	O=C(c1cc(S(=O)(=O)N2CCCCC2)ccc1Cl)N1CCOCC1	8	10	29	-0.3	-3	-4	-13	0	15
37	Cc1ccc(Nc2nc(N3CCOCC3)nc(N3CCOCC3)n2)cc1	3	-6	14	1.5	-3	34	-24	10	42
38	CC(C)(C)CN1CCNC(=O)C1CC(=O)N1CCN(c2ccccc2)CC1 (stereo unspecified)	11	5	0	-1.0	-11	18	11	-1	-22
39	Cc1cccc(NC(=O)c2cccc(OC(=S)N3CCOCC3)c2)c1	13	3	-11	1.8	4	7	-12	4	2
40	CCCNC1=C(C)C(=O)CC1	-8	-6	6	-3.8	1	10	9	-5	4

The listing continues.
#	smiles	CCR6 antag	EBI2 antag	Gli-Sufu antag	UPR CHOP act	CXCR6 block	697 NFkB inh	Jurkat NFkB inh	UPR XBP1 act	Mdm2-MdmX inh
41	O=C(CN1C(=O)C2C3C=CC(C3)C2C1=O)OCC(=O)c1ccc(Cl)c([N+](=O)[O-])c1 (stereo unspecified)	71*	5	2	2.2	48*	1	14	0	17
42	Cc1ccsc1C(=O)NN=C1CCCCCC1	2	-5	-23	2.7	-12	17	3	-5	4
43	CC(C)NC(=O)COC(=O)c1ccccc1CSC1=NCCS1	7	3	-17	0.4	-6	1	-2	-4	13
44	C=CCNC(=O)/C(C#N)=C/c1c(C)nn(-c2ccc(Cl)cc2)c1Cl	13	5	2	-1.0	1	-15	-12	0	20
45	COc1cccc(CN(C)CC(=O)NCc2ccccc2Cl)c1	-18	8	3	-0.4	4	4	-7	-1	-4
46	FC(F)(F)COc1ccc(-c2nnc(SCc3c(Cl)cccc3Cl)o2)cn1	13	8	1	0.4	4	-4	23	-2	16
47	COc1ccc(NC(=O)C2Cc3ccccc3CN2C(=O)c2ccccc2)cn1 (stereo unspecified)	6	-8	-10	4.6	7	7	3	-1	-4
48	Cc1ccc(-c2nc(CS(=O)CC(=O)NCc3ccc(F)cc3)c(C)o2)cc1 (stereo unspecified)	-13	0	5	2.7	-4	13	8	-4	10
49	COc1ccc(OC)c(-c2cc(C(=O)NCc3ccc(Cl)cc3)no2)c1	8	-7	12	1.2	2	6	-1	1	4
50	CCc1ccc(-c2nc(C(N)=O)c3[nH]c(=O)n(-c4ccccc4OC)c3n2)cc1	8	21	-14	-3.0	-2	-36	41	14	49
51	O=C(COC(=O)c1cc[n+]([O-])cc1)NCCc1ccc(Cl)cc1Cl	-10	-12	-8	-0.7	-2	10	0	-2	-29
52	COCCCNC(=O)CS(=O)Cc1nc(-c2cccc(OC)c2)oc1C (stereo unspecified)	5	24	-1	0.1	1	-1	-1	-2	20
53	CNc1nc(SCC(=O)Nc2ccccc2)nc(N2CCOCC2)n1	-5	7	-4	0.7	-6	7	15	0	-2
54	N#Cc1nc(-c2ccc(OCc3ccc(Cl)cc3)cc2)oc1NCc1cccnc1	-12	6	6	0.3	1	-105	-51	8	45

Reprinted from the listing, 7 compounds:
#	smiles	CCR6 antag	EBI2 antag	Gli-Sufu antag	UPR CHOP act	CXCR6 block	697 NFkB inh	Jurkat NFkB inh	UPR XBP1 act	Mdm2-MdmX inh
47	COc1ccc(NC(=O)C2Cc3ccccc3CN2C(=O)c2ccccc2)cn1 (stereo unspecified)	6	-8	-10	4.6	7	7	3	-1	-4
48	Cc1ccc(-c2nc(CS(=O)CC(=O)NCc3ccc(F)cc3)c(C)o2)cc1 (stereo unspecified)	-13	0	5	2.7	-4	13	8	-4	10
49	COc1ccc(OC)c(-c2cc(C(=O)NCc3ccc(Cl)cc3)no2)c1	8	-7	12	1.2	2	6	-1	1	4
50	CCc1ccc(-c2nc(C(N)=O)c3[nH]c(=O)n(-c4ccccc4OC)c3n2)cc1	8	21	-14	-3.0	-2	-36	41	14	49
51	O=C(COC(=O)c1cc[n+]([O-])cc1)NCCc1ccc(Cl)cc1Cl	-10	-12	-8	-0.7	-2	10	0	-2	-29
52	COCCCNC(=O)CS(=O)Cc1nc(-c2cccc(OC)c2)oc1C (stereo unspecified)	5	24	-1	0.1	1	-1	-1	-2	20
53	CNc1nc(SCC(=O)Nc2ccccc2)nc(N2CCOCC2)n1	-5	7	-4	0.7	-6	7	15	0	-2

From PubChem
